PGK inhibitor – blocks T. brucei phosphoglycerate kinase; 380,000 tested, 0.043% active; Potency, µM (titrated, usually from 57.5 µM), inactives show at the highest dose activity change, negative = inhibition, actives largely listed as inhibitors; P07378; PGK/GAPDH coupled, Kinase-Glo luminescence, 60 min; further: on the % scale 0 is the no-effect control and ±100 the full control effect; nearly all actives have a fitted effect of over 60% in size
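Recombinant glycosomal PGK reaction used 1,3-bisphosphoglycerate generated in-well by GAPDH (100nM final) in 100mM TEA pH 7.6, 5mM MgCl2, 0.01% Tween-20. After 60 minutes at room temperature, ATP was read by Kinase-Glo Plus luminescence end-point.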
BLM inh – Bloom syndrome helicase (human) inhibition | recombinant BLM DNA unwinding, fluorescence dequenching | AID 2528 | Potency, µM (highest dose often 56.1 µM), for inactives: top-dose activity change, negative = inhibition, usual class: inhibitors | P54132 | 350,000 tested, 0.2% active;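 further: plate controls were vehicle for no effect and no enzyme for full effect; nearly all actives have a fitted effect of over 35% in size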
Pin1 inh – human Pin1 inhibition. Q13526. 390,000 tested, 0.009% active. Potency, µM (highest dose often 115 µM), inactives show at the highest dose activity, negative = inhibition, hits mostly inhibitors. Pin1 FP peptide displacement, HiFluor488, 10 min; active means well fitted inhibition curve with a large enough effect in the polarisation, with a control signal flat, not every such curve was filed as active; inconclusive means small, poorly fitted or top-dose-only effect, or effect the other way, or a change in a side signal; inactive means no such curve, though single readings can be large or run the other way; the % refers to the polarisation; further: on the % scale 0 is the no-effect control and ±100 the full control effect
Target sequence (Q13526 whole entry, looked up): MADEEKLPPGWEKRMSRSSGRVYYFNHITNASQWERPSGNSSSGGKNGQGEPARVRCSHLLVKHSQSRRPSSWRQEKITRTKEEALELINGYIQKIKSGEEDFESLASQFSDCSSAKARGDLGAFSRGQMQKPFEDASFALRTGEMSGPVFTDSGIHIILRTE
G9a inh – blocks human histone lysine methyltransferase G9a | Potency, µM (series often up to 102 µM), without a hit: at the top dose activity, negative = inhibition, most hits filed as inhibitors | 350,000 tested, 8.8% active | G9a H3K9 monomethylation, AlphaScreen, 2 h | Q96KQ7; further: on the % scale 0 is the no-effect control and ±100 the full control effect; nearly all actives have a fitted effect of over 75% in size
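Quantitative HTS format: methyltransferase activity on a biotin-tagged H3K9 peptide is measured by AlphaScreen, using a rabbit anti-monomethyl-H3K9 antibody with streptavidin donor and anti-IgG acceptor beads. Final levels are 20 nM enzyme, 500 nM peptide, 20 uM SAM; 2 h RT.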
JMJD2A Tudor inh – JMJD2A Tudor domain (human) inhibition; Potency, µM (highest dose often 114 µM), inactives show top-dose activity change, negative = inhibition, actives largely listed as inhibitors; O75164; 390,000 tested, 4.4% active; AlphaScreen JMJD2A-Tudor / H3K4me3 peptide binding; further: on the % scale 0 is the no-effect control and ±100 the full control effect; nearly all actives have a fitted effect of over 50% in size
GLS inhibitor – glutaminase GLS (human) inhibition; O94925; GLS enzymatic activity, qHTS titration; Potency, µM (titrated, usually from 45.5 µM), without a hit: top-dose activity change, negative = inhibition, usual class: inhibitors; AID 624170; 410,000 tested, 0.21% active; further: on the % scale 0 is the no-effect control and ±100 the full control effect
Target sequence (O94925 whole entry, looked up): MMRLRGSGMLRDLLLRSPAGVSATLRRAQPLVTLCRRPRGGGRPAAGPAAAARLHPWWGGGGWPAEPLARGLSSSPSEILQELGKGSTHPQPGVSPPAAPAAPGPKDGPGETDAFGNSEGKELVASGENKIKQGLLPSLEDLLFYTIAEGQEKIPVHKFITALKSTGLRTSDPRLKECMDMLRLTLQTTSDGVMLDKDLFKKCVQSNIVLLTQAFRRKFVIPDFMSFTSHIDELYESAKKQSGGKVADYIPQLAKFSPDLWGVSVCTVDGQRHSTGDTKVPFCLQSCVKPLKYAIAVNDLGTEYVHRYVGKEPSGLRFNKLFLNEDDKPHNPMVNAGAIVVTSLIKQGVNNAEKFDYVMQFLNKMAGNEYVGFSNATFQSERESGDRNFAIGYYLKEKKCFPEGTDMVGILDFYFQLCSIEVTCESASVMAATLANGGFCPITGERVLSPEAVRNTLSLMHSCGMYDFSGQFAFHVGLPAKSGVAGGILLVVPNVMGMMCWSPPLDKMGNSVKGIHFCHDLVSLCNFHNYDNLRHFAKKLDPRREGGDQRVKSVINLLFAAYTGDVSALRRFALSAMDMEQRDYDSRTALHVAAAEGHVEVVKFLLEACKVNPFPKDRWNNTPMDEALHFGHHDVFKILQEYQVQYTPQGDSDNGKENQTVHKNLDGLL
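Read-out is an Amplex red fluorescence increase coupled through glutamate oxidase and HRP, measured before and after 30 min room-temperature incubation. hKGA is in 45 mM KH2PO4 (pH 8.2) with 0.02% Tween-20; glutamine added as 1mM solution.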
POLI inh – inhibitors of human DNA polymerase iota; Pol iota fluorescent replication assay, 10 min; Q9UNA4; AID 588590; Potency, µM (top dose mostly 115 µM), for inactives: at the highest dose activity, negative = inhibition, hits mostly inhibitors; 390,000 tested, 1% active
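Pol iota at 10 nM preincubated 15 min with compounds at room temperature; reaction started with fluorescent substrate, 50 nM final. Fluorescence read kinetically at 0 and 10 min; buffer-only wells as negative control.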
HP1b binding inh – HP1-beta chromodomain-methylated histone interaction inhibition; Potency, µM (series often up to 114 µM), without a hit: top-dose activity change, negative = inhibition, actives largely listed as inhibitors; P83916; AlphaScreen HP1-beta / biotin-H3K9me3 peptide binding; 390,000 tested, 0.56% active; AID 540317; further: nearly all actives have a fitted effect of over 70% in size; inactives centre near 23
Target sequence (P83916 whole entry, looked up): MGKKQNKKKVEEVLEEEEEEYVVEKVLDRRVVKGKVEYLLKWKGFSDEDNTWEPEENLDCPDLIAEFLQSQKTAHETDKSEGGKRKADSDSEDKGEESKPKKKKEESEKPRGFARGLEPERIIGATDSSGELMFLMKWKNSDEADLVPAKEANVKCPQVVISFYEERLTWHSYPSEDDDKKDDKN
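Compound inhibition of the preformed complex between 50 nM HP1-beta and 50 nM biotinylated H3K9me3 peptide was read by AlphaScreen. Buffer was PBS pH 7.4 with 0.01% Tween-20. Incubations ran 30 min at room temperature, with 10 ug/mL donor/acceptor beads.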
BAZ2B inh – inhibitors of human BAZ2B bromodomain; AlphaScreen BAZ2B-H3K14Ac peptide displacement; Potency, µM (highest dose often 114 µM), for inactives: top-dose activity change, negative = inhibition, usual class: inhibitors; 360,000 tested, 4.4% active; AID 504333; further: on the % scale 0 is the no-effect control and ±100 the full control effect; nearly all actives have a fitted effect of over 60% in size
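AlphaScreen luminescence quantifies BAZ2B engagement of H3K14Ac peptide; the protein and biotinylated peptide are both at 50 nM final, buffer PBS pH 7.4 with 0.01% Tween-20, all steps at room temperature.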
The depositor's hits bear a star; & = joins results of further samples; [ ] = remark or other dose. Unless noted, the call rests on the fitted dose curve; in most records, active means well fitted curve in the direction sought with a large enough effect; inconclusive means small, poorly fitted or top-dose-only effect, or another doubt; inactive means no such curve, though single readings can be large; an effect the other way counts as inactive or inconclusive. Potency means the concentration at half of the fitted maximal effect. Some of the compounds tested (hit frequency here may not be typical).

How did O=C(N/N=C/c1ccccn1)c1cccc([N+](=O)[O-])c1 do in these assays?
PGK inhibitor: 4%; BLM inh: -4%; Pin1 inh: -14%; G9a inh: inconclusive; JMJD2A Tudor inh: -18%[11.4 µM]; GLS inhibitor: 1%; POLI inh: 91%[activator]; HP1b binding inh: 26%; BAZ2B inh: 45µM*

How did CC(C)(C)OC(=O)CNC(=O)c1nc[nH]c1C(=O)NCC(=O)OC(C)(C)C do in these assays?
PGK inhibitor: -3%; BLM inh: -3%; Pin1 inh: 0%; G9a inh: inconclusive; JMJD2A Tudor inh: inconclusive; GLS inhibitor: 7%; POLI inh: -3%; HP1b binding inh: 30%; BAZ2B inh: inconclusive

How did Cc1cc(NS(=O)(=O)c2ccc(NC(=O)/C=C/c3ccc(C)o3)cc2)nc(C)n1 do in these assays?
PGK inhibitor: -1%; BLM inh: -4%; Pin1 inh: 0%; G9a inh: 8.9µM*; JMJD2A Tudor inh: 22µM*; GLS inhibitor: 10µM*; POLI inh: -67%; HP1b binding inh: -26%; BAZ2B inh: -28%

How did CNC(=O)C1CCCN1S(=O)(=O)c1ccc(OC)cc1 (centres undefined) do in these assays?
PGK inhibitor: -3%; BLM inh: -2%; Pin1 inh: -10%; G9a inh: -24%[59 µM]; JMJD2A Tudor inh: 4%; GLS inhibitor: 0%; POLI inh: 17%; HP1b binding inh: 29%; BAZ2B inh: 9%

What do the screens show for `COc1cc(C(=O)Nc2ccc(N3CCCS3(=O)=O)cc2)c([N+](=O)[O-])cc1OC`?
PGK inhibitor: inactive; Pin1 inh: -7%; G9a inh: 23%[2.33 µM]; JMJD2A Tudor inh: -21%; GLS inhibitor: -3%; POLI inh: 17%; HP1b binding inh: -4%; BAZ2B inh: 8%

How did CC(C)C[C@@H](CSc1ccccc1)N1CCN(CC(C)C)CCC1=O do in these assays?
PGK inhibitor: inactive; BLM inh: -1%; Pin1 inh: 1%; G9a inh: -11%; JMJD2A Tudor inh: 0%; GLS inhibitor: 1%; POLI inh: 16%&12%; HP1b binding inh: 50%[activator]; BAZ2B inh: -5%

Results for N#CC1=CN(Cc2ccccc2)C=C(/C=N/Nc2ccccc2)C1 ?
PGK inhibitor: 0%; BLM inh: -15%; Pin1 inh: inconclusive; G9a inh: 3.5µM*; JMJD2A Tudor inh: inconclusive; GLS inhibitor: 0%; POLI inh: 217%[activator]; HP1b binding inh: 1%; BAZ2B inh: -35%

How did CCC1CN(C(=O)N2CCC(C(=O)NCCOC)CC2)c2ccccc2O1 (centres undefined) do in these assays?
PGK inhibitor: 5%; BLM inh: 0%; Pin1 inh: -2%; G9a inh: -1%[59 µM]; JMJD2A Tudor inh: -5%; GLS inhibitor: -5%; POLI inh: 80%[activator]; HP1b binding inh: 38%; BAZ2B inh: -2%

How did CCOC(=O)c1cc(-c2ccccc2)sc1NC(=O)C(C)C do in these assays?
PGK inhibitor: -3%; BLM inh: 7%; Pin1 inh: -2%; G9a inh: -21%; JMJD2A Tudor inh: -21%[57.1 µM]; GLS inhibitor: 12%; POLI inh: 22%; HP1b binding inh: inconclusive; BAZ2B inh: 7%

How did COC(=O)COc1cccc(NC(=O)c2cc(OC)cc(OC)c2)c1 do in these assays?
PGK inhibitor: -9%; BLM inh: 2%; Pin1 inh: 1%; G9a inh: 9%; JMJD2A Tudor inh: -4%; GLS inhibitor: -12%; POLI inh: 90%[activator]; HP1b binding inh: 30%; BAZ2B inh: -16%

Results for CCCC(CCC(=O)Nc1cccc([N+](=O)[O-])c1)C(=O)O (centres undefined) ?
PGK inhibitor: -17%; BLM inh: -4%; Pin1 inh: -7%; G9a inh: -13%; JMJD2A Tudor inh: 5%; GLS inhibitor: 0%; POLI inh: 7%; HP1b binding inh: 47%[activator]; BAZ2B inh: -3%

Results for COc1ccc(NCc2nnc3n2CCCCC3)c(OC)c1 ?
PGK inhibitor: 3%; BLM inh: -1%; Pin1 inh: -7%; G9a inh: 1%[59 µM]; JMJD2A Tudor inh: -16%; GLS inhibitor: 2%; POLI inh: 7%; HP1b binding inh: 11%[57 µM]; BAZ2B inh: -7%

What do the screens show for `Cc1ccc(-c2nnc(N3CCOCC3)c3ccccc23)cc1S(N)(=O)=O`?
PGK inhibitor: 12%; Pin1 inh: 8%; JMJD2A Tudor inh: -12%; GLS inhibitor: 3%; POLI inh: 30%; HP1b binding inh: 0%

Results for CC(=O)/C(N=Nc1ccc(C(=O)O)cc1)=C(\C)O ?
PGK inhibitor: 0%; BLM inh: -8%; Pin1 inh: 1%; G9a inh: -21%; JMJD2A Tudor inh: 1%; GLS inhibitor: 0%; POLI inh: 36%[activator]; HP1b binding inh: 46%[activator]; BAZ2B inh: -11%

How did CC(C)(C)OC(=O)N1CCC(c2c(C(=O)N3CCN(c4cccc(Cl)c4)CC3)cnn2-c2cccc(Cl)c2)CC1 do in these assays?
PGK inhibitor: -1%; BLM inh: -8%; Pin1 inh: -1%; G9a inh: -27%[59 µM]; JMJD2A Tudor inh: inconclusive; GLS inhibitor: 3%; POLI inh: 15%; HP1b binding inh: 21%; BAZ2B inh: 2%[57.1 µM]

Results for COc1cccc(CNC(=O)COC(=O)C2CCN(c3ccc(C(F)(F)F)cn3)CC2)c1 ?
PGK inhibitor: 0%; Pin1 inh: 2%; G9a inh: 4%[12.7 µM]; JMJD2A Tudor inh: 7%; GLS inhibitor: -7%; POLI inh: inconclusive; HP1b binding inh: 52%; BAZ2B inh: 7%

Results for COc1ccc(-n2c(N)c(C#N)c3ccc([N+](=O)[O-])cc3c2=O)cc1 ?
PGK inhibitor: -3%; BLM inh: -13%; Pin1 inh: inconclusive; G9a inh: 8%; JMJD2A Tudor inh: -2%; GLS inhibitor: 8%; POLI inh: 20%; HP1b binding inh: 15%; BAZ2B inh: 9%

How did Nc1ccc(-n2nncc2-c2ccccc2)cc1 do in these assays?
PGK inhibitor: 4%; BLM inh: 5%; Pin1 inh: 3%; G9a inh: -21%[59 µM]; JMJD2A Tudor inh: -14%; GLS inhibitor: 1%; POLI inh: 16%; HP1b binding inh: 5%; BAZ2B inh: -36%

How did COc1ccc(-c2nc3cccc(C)n3c2Nc2ccc(C)cc2)cc1 do in these assays?
Pin1 inh: 8%; JMJD2A Tudor inh: 40µM*; POLI inh: -6%; HP1b binding inh: -21%

How did CNC(=O)COc1coc(CN2CCN(c3ccccc3OC)CC2)cc1=O do in these assays?
PGK inhibitor: -3%; BLM inh: -3%; Pin1 inh: 3%; G9a inh: -6%; JMJD2A Tudor inh: -17%; GLS inhibitor: -3%; POLI inh: 8%; HP1b binding inh: 18%; BAZ2B inh: -4%

Results for c1cnc2c(c1)ccc1cccnc12 ?
PGK inhibitor: -5%; BLM inh: 17%&-3%; Pin1 inh: 2%&2%; G9a inh: 13µM*; JMJD2A Tudor inh: 7.9µM*; GLS inhibitor: -13%&-2%; POLI inh: -6%[58.9 µM]; HP1b binding inh: 31%&47%[activator]; BAZ2B inh: 1.6µM*

Results for CCN(c1ccc(OC)cc1)S(=O)(=O)c1csc(C(=O)N2CCCC2)c1 ?
PGK inhibitor: 0%; BLM inh: -3%; Pin1 inh: -6%; G9a inh: 7%[59 µM]; JMJD2A Tudor inh: -20%; GLS inhibitor: -1%; POLI inh: 27%; HP1b binding inh: 64%[activator]; BAZ2B inh: -14%

Results for Cc1ccc(Cl)cc1NC(=S)N(C)N ?
PGK inhibitor: -12%; BLM inh: -2%; Pin1 inh: 1%; JMJD2A Tudor inh: -14%; GLS inhibitor: 16%; POLI inh: -16%; HP1b binding inh: 7%; BAZ2B inh: -1%

Results for COc1ccc(C2=CC(=O)CC(c3ccc(F)cc3)C2)cn1 (centres undefined) ?
PGK inhibitor: 2%; Pin1 inh: 3%; JMJD2A Tudor inh: -17%; GLS inhibitor: -3%; POLI inh: 14%; HP1b binding inh: 39%[activator]

Results for COCC(=O)N(Cc1nc2sc(C)c(C)c2c(=O)[nH]1)C1CCCCC1 ?
PGK inhibitor: -5%; BLM inh: 0%; Pin1 inh: 0%; G9a inh: 10%; JMJD2A Tudor inh: -12%; GLS inhibitor: 11%; POLI inh: 5%; HP1b binding inh: 34%; BAZ2B inh: -39%

Results for CC(C)c1nc(SCC(=O)N2CCN(c3ccccc3)CC2)c2c(=O)n(C)c(=O)n(C)c2n1 ?
PGK inhibitor: 0%; BLM inh: -1%; Pin1 inh: -11%; G9a inh: inconclusive; JMJD2A Tudor inh: -13%; GLS inhibitor: 3%; POLI inh: -8%; HP1b binding inh: 21%; BAZ2B inh: -18%

Structures above containing a Cl atom:
How did CC(C)(C)OC(=O)N1CCC(c2c(C(=O)N3CCN(c4cccc(Cl)c4)CC3)cnn2-c2cccc(Cl)c2)CC1 do in these assays?
PGK inhibitor: -1%; BLM inh: -8%; Pin1 inh: -1%; G9a inh: -27%[59 µM]; JMJD2A Tudor inh: inconclusive; GLS inhibitor: 3%; POLI inh: 15%; HP1b binding inh: 21%; BAZ2B inh: 2%[57.1 µM]

Results for Cc1ccc(Cl)cc1NC(=S)N(C)N ?
PGK inhibitor: -12%; BLM inh: -2%; Pin1 inh: 1%; JMJD2A Tudor inh: -14%; GLS inhibitor: 16%; POLI inh: -16%; HP1b binding inh: 7%; BAZ2B inh: -1%

Source: PubChem (National Center for Advancing Translational Sciences (NCATS))
